LGR2 inh = blocks bursicon-induced cAMP signaling via Drosophila LGR2; HEK293 LGR2, CRE-luciferase, bursicon-stimulated, 4 h; inhibition, % at 9.99 µM; actives 0.35% (n = 380,000); AID 720647;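 active = drop in luminescence signal, shown as inhibition above about 50% in the replicate tests, limit read from the data, passing the limit was not always enough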;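 also: agonist challenge used bursicon conditioned medium at about half maximal strength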
esBAF inh = inhibitors of esBAF chromatin remodeling in mouse ES cells. reporter increase, % at 12.5 µM. AID 602393. actives 2% (n = 350,000). Bmi1-luciferase knock-in reporter, 24 h; 100% = twice the neutral-well signal; in the data active = activation above about 40%;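 also: 0% = median of the plate's neutral control wells and 100% = double that signal; a rise in the Bmi1 reporter signal indicates esBAF inhibition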
Statin myotox sup = protects C2C12 myotubes from simvastatin toxicity | ATP luminescence, 48 h; scaled: DMSO 0, geranylgeraniol control 100 | rescue of ATP level, % at 7.49 µM | actives 0.78% (n = 330,000) | AID 602340;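 active = mean ATP rescue above about 67%, or every replicate alone reaching that limit, limit read from the data, passing the limit was not always enough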;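 also: myotubes were challenged with 10 µM simvastatin during compound exposure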
FN deposition inh = fibronectin deposition inhibition | AH1F fibroblasts, Alexa488-fibronectin deposition fluorescence, overnight | AID 743247 | actives 0.086% (n = 350,000) | inhibition, % at 12.6 µM;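 active = mean inhibition across replicates of 30% or more, regardless of how many single replicates reach that level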;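 also: positive control wells lacked labelled fibronectin entirely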
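Test system: AH1F fibroblast monolayer depositing Alexa488-labelled fibronectin into matrix. Input: 10000 cells per well. Technique: fluorescence, ex 485 nm, em 525 nm. Buffer or medium: DMEM plus 2% serum, read in PBS. Timing: 1 h cell adhesion before compound, then overnight fibronectin incubation. Compound: single dose, pinned. Read-out basis: inhibition from reduced deposited-fibronectin fluorescence.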
S100A4 inh HTS = blocks human S100A4 binding to myosin IIA peptide | P26447 | S100A4/TAMRA-MyoIIA peptide fluorescence polarization | inhibition, % at 10.7 µM | actives 0.14% (n = 360,000) | AID 652163;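 active = mean inhibition of at least 70% across replicates, with every replicate also reaching that level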
Target sequence (P26447 whole entry, looked up): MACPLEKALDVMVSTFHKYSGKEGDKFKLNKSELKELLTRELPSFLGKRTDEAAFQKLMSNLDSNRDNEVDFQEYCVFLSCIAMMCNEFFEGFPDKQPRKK
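Assay system: human S100A4 monomer with TAMRA-labelled myosin IIA peptide / Buffer or medium: Calcium-containing HEPES buffer, pH 7.2 / Reagent: TAMRA-labelled myosin IIA heavy-chain peptide probe, 5 nM / Compound: one dose per compound / Timing: polarization read 5 min after assay mix addition, stable 5–60 min / Benchmarks: neutral control DMSO, positive control TFP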
SIRT5 block = sirtuin-5 (human) deacylase inhibition; Purified SirT5, succinyl-peptide AMC, trypsin-coupled fluorescence; inhibition, % at 15 µM; actives 1.1% (n = 330,000); in the data active = inhibition above about 15%
Target sequence (Q9NXA8 whole entry, looked up): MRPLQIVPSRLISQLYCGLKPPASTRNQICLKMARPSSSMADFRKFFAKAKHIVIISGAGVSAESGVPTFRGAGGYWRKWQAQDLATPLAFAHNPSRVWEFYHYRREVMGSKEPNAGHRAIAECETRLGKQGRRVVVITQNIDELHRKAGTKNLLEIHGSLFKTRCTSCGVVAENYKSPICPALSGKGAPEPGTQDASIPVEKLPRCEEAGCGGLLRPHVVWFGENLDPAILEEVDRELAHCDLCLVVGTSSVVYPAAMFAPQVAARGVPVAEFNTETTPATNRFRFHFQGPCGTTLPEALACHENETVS
CASP6 VEID inh = caspase-6 (human) enzyme inhibition; P55212; inhibition, % at 12.5 µM; purified caspase-6, Z-VEID-R110 cleavage fluorescence; actives 0.53% (n = 350,000); AID 686996;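 active = mean inhibition across replicates at least about 35%, with every replicate also reaching that limit, limit read from the data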;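 also: 0% = median of neutral control wells and 100% = no fluorescence left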
Target sequence (P55212 24-179 limits assumed): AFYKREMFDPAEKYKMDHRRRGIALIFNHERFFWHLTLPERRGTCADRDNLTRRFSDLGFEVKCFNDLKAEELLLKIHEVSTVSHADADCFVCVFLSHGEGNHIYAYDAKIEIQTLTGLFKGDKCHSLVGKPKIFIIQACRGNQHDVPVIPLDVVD
Target sequence (P55212 194-293 limits assumed): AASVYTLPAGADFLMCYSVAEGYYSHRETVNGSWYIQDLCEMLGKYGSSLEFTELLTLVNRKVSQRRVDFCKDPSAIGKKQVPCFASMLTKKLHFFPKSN
The depositor's hits bear a star; · = not tested or not shown; & = joins results of further samples. A portion of the library; the hit share may differ from the screen's.

Start of the listing, in advance, 6 compounds:
SMILES	LGR2 inh	esBAF inh	Statin myotox sup	FN deposition inh	S100A4 inh HTS	SIRT5 block	CASP6 VEID inh
Cc1coc2c(C)c3oc(=O)c(CCC(=O)N[C@H](C(=O)O)C(C)C)c(C)c3cc12	-15	-3	8	-4	9	·	14
CCn1c(SCC(=O)OC(C)C)nnc1-c1ccccc1OC	8	-3	4	-3	1	·	1
O=C(C[C@@H]1C[C@H]2c3cc(NC(=O)CC4CC4)ccc3O[C@H]2[C@H](CO)O1)NCCN1CCCCC1	4	0	2	10	12	-1	-3
CC1CCN(S(=O)(=O)N2CCCC(C(=O)NCc3ccccc3Cl)C2)CC1 (stereo not drawn)	10	10	5	-3	-5	-4	5
CCCCC[C@@H]1CCCCC[C@@H](O)C[C@@H](O)[C@@H](O)/C=C/C(=O)O1	19	·	·	-6	-5	·	13
COc1ccc(CNC(=S)NC2CCCCC2)cc1	11	·	·	·	5	-1	-1

Results, from the first entry:
SMILES	LGR2 inh	esBAF inh	Statin myotox sup	FN deposition inh	S100A4 inh HTS	SIRT5 block	CASP6 VEID inh
Cc1coc2c(C)c3oc(=O)c(CCC(=O)N[C@H](C(=O)O)C(C)C)c(C)c3cc12	-15	-3	8	-4	9	·	14
CCn1c(SCC(=O)OC(C)C)nnc1-c1ccccc1OC	8	-3	4	-3	1	·	1
O=C(C[C@@H]1C[C@H]2c3cc(NC(=O)CC4CC4)ccc3O[C@H]2[C@H](CO)O1)NCCN1CCCCC1	4	0	2	10	12	-1	-3
CC1CCN(S(=O)(=O)N2CCCC(C(=O)NCc3ccccc3Cl)C2)CC1 (stereo not drawn)	10	10	5	-3	-5	-4	5
CCCCC[C@@H]1CCCCC[C@@H](O)C[C@@H](O)[C@@H](O)/C=C/C(=O)O1	19	·	·	-6	-5	·	13
COc1ccc(CNC(=S)NC2CCCCC2)cc1	11	·	·	·	5	-1	-1
CCN(CC)CCN(Cc1cc2cc(C)cc(C)c2[nH]c1=O)C(=S)NCc1ccco1	17	·	·	-9	2	-4	-8
C[C@H](CO)N1C[C@H](C)[C@H](CN(C)C(=O)c2cccnc2)Oc2ncc(Br)cc2C1=O	2	2	·	-10	-1	4	-2
O=C(Cn1[nH]c(=O)c2ccccc2c1=O)NCC1COc2ccccc2O1 (stereo not drawn)	-9	-3	-2	-5	0	0	0
c1ccc2oc(-c3[nH]ncc3CN3CCSCC3)cc2c1	6	·	·	5	-1	-2	2
O=C1C2C3C=CC([C@@H]2C(=O)N1Cc1cccnc1)C31CC1 (stereo partly drawn)	·	3	-11	-3	·	·	·
COC(=O)C1=[N+]([O-])OC(C(=O)OC)C1c1c[nH]c2ccccc12 (stereo not drawn)	-8	-1	6	·	4	3	7
O=C(CCN1CCCCC1)NCC[C@@H]1CC[C@H](NC(=O)Nc2ccc(Cl)cc2)[C@H](CO)O1	3	2	1	10	-32	0	-1
COc1cc(NS(C)(=O)=O)ccc1Nc1c2ccccc2nc2ccccc12	-7	-54	0	3	5	-2	10
Cc1ccc(SC(=O)COc2ccccc2C)cc1	·	-8	45	-11	·	·	·
Cc1ccccc1-c1cnc2c(c1)C(=O)N([C@H](C)CO)C[C@H](C)[C@H](CN(C)Cc1ccccc1F)O2	17	-7	4	-1	9	0	-1
C[C@H](CO)N1C[C@H](C)[C@H](CN(C)S(=O)(=O)c2ccccc2F)Oc2ncc(C#Cc3ccccc3F)cc2C1=O	-1	1&-6	43&20	1	2&-4	4&-1	1&-1
O=C(NC(=S)Nc1ccc(Cl)cn1)C12CC3CC(CC(C3)C1)C2	-124	·	·	-7	0	0	0
Cc1ccc(S(=O)(=O)NCCC(=O)N2CCCC(C)C2)cc1 (stereo not drawn)	-4	-9	3	6	5	6	1
O=C(CCN1CCOCC1)NCc1ccccc1	3	-3	-12	18	2	7	0
CN1C(=O)c2cc(NC(=O)C3CC3)ccc2OC[C@H]2O[C@@H](CC(=O)NCc3cccc(F)c3)CC[C@@H]21	12	2	-5	-17	·	·	·
CCCCN(C(=O)c1cccc(S(=O)(=O)N2CCN(C)CC2)c1)c1c(N)n(CC(C)C)c(=O)[nH]c1=O	-1	·	·	-4	3	0	2
Cc1nnc(SCC(=O)N2CC(C)OC(C)C2)n1-c1ccccc1 (stereo not drawn)	-9	-2	1	-2	-7	0	-3
O=C(Nc1ccccc1Cl)c1ccccc1	-29	·	·	-8	-2	-1	2
Cc1onc(-c2ccccc2)c1C(=O)OCC(=O)Nc1ccccc1Cl	-7	5	8	-9	-5	-5	2
C=CCN1C(=O)/C(=c2\sc3nc(=O)c(Cc4ccccc4Cl)nn3c2=O)c2ccccc21	-7	·	·	-4	0	-2	9
CC(C)CCNC(=O)C1CC2Cn3c(nc4cc(Cl)c(Cl)cc43)C2N1C (stereo not drawn)	0	-3	5	-1	5	·	0
Cn1c(SCc2cccc([N+](=O)[O-])c2)nc2c(c1=O)SCC2	·	·	·	2	2	-4	-3
CCC(=O)Nc1ccc2c(c1)OC[C@H](C)N(C(=O)c1ccccc1F)C[C@@H](C)[C@H](OC)CN(C)C2=O	0	-6	-7	-2	-25	-6	-1
CO[C@H]1CN(C)C(=O)c2cc(NC(=O)C3CCOCC3)ccc2OC[C@H](C)N(Cc2cccnc2)C[C@@H]1C	4	-5	-10	1	-24	1	·
CNc1cncc(-c2c(OC)cccc2OC)n1	-8	-6	12	13	-6	·	-2
COc1cc2c(cc1OC)C(c1ccccc1[N+](=O)[O-])=NCC2	-4	·	·	4	2	-2	-4
O=c1cc(-c2ccc(O)cc2)oc2ccccc12	·	58*	24	·	0	4	0
Clc1ccccc1CSc1cnnc2ccccc12	-25	45*	-16	3	-11	-1	0
CCCn1c(SCC(=O)NCc2ccccc2)nnc1-c1ccncc1	·	-3	-6	3	·	·	·
CCOc1ccc(CNC(=O)CCCn2ccc3cc(S(=O)(=O)N4CCCC4)ccc32)cc1	1	8	-9	-5	17	-2	4
CCC(=O)N1Cc2cc(C(=O)Nc3nccs3)nc(-c3cccc(-c4ccccc4OC)c3)c2[C@@H]1CCO	10	·	·	-2	-11	-1	2
COc1ccc(-c2nc(CN(C)C(C)c3ccon3)c(C)o2)c(C)c1C (stereo not drawn)	37	-40	-12	6	-2	0	-1
CCOC(=O)[C@@H]1[C@H]2COc3ccc(Br)cc3[C@@H]2N2C(=O)N(c3ccc(C)cc3)C(=O)[C@]12C	11	1	-11	-2	-5	·	1
CN(Cc1ccccc1)c1ccc2nnc(-c3ccccc3)n2n1	-19	1	23	-4	0	3	1
CCCCCCCCN1C(=O)[C@H](CC(=O)NCc2ccc(OC)c(OC)c2)C[C@@]2(C(=O)OC)CC(C)(C)CC=C12	3	·	·	20	-3	-1	-2
C[C@@H]1CN([C@H](C)CO)S(=O)(=O)c2ccc(C3=CCCCC3)cc2O[C@H]1CN(C)Cc1cccnc1	23	-1	-52	·	0	5	-5
COc1ccc(NC(=O)CCNS(=O)(=O)c2cc(Br)ccc2Br)cc1S(N)(=O)=O	0	-2	-6	-1	1	2	-3
Cc1ccc(OCC(=O)Nc2nnc(S(=O)(=O)N3CCC(C)CC3)s2)cc1	-2	-2	-40	20	9	0	-2
O=C(CCS(=O)(=O)c1ccccc1)N1CCN(c2ccc(F)cc2)CC1	-14	25	7	1	3	-5	-5
Fc1ccc(-c2csc3ncnc(Cl)c23)cc1	0	·	·	2	-2	2	3
CCCNC(=O)N1C[C@H](C)[C@H](OC)CN(C)C(=O)c2ccc(NC(C)=O)cc2OC[C@@H]1C	4	1	0	-10	9	-7	-1
CC(C)CC(=O)N(c1ccc(F)cc1)C1C=CS(=O)(=O)C1 (stereo not drawn)	6	0	2	·	2	-4	-3
CCOC(=O)COc1ccc(S(=O)(=O)N2CCN(C(=O)OCC)CC2)cc1	-10	-2	15	·	-1	-4	-2
Cc1[nH]c2ccccc2c1C(=O)CSCC(=O)O	·	-1	5	-2	·	·	·
Cn1c(CNC(=O)CNS(=O)(=O)c2ccc(Cl)cc2)cc(=O)n(C)c1=O	-1	3	11	-1	-1	1	2
ClC1=C(Cl)C(Cl)=C(Cl)C1=C/C=C/c1ccccc1	2	·	·	-1	-4	-2	1
CC(=O)N1CCC2(CC1)C/C(=N\NC(=S)Nc1ccccc1C)c1cc(O)ccc1O2	-27	3	10	-10	-2	21*	8
COc1ccc(C(C)NC(=O)c2cccc([N+](=O)[O-])c2)cc1OC (stereo not drawn)	-19	·	·	10	2	·	0
Cc1cn2c(nc1=O)OC1C(O)C(COC(=O)c3ccccc3)OC12 (stereo not drawn)	11	-5	-6	·	·	·	·
COc1nccnc1NS(=O)(=O)c1ccc(N=Cc2c(C)[nH]n(-c3ccc(Cl)cc3)c2=O)cc1	-4	·	·	-14	-7	·	2
CN(C)Cc1nc2c(c(=O)[nH]1)C1(CCCCC1)Cc1ccccc1-2	2	-3	-32	·	-4	-1	1
O=[N+]([O-])c1cccc(-c2c(-c3ccccc3)ncc3ccc(F)cc23)c1	6	18	121*	-2	0	·	-1
O=C(COc1ccc(S(=O)(=O)NCc2ccccc2)cc1Cl)NCc1ccccn1	-9	-1	-6	5	-5	-1	-5
Cc1ccc(-n2nnnc2CNC(=O)C2CC(=O)N(c3ccccc3)C2)cc1C (stereo not drawn)	10	-1	-2	-2	1	-2	5
(listing goes on)
SMILES	LGR2 inh	esBAF inh	Statin myotox sup	FN deposition inh	S100A4 inh HTS	SIRT5 block	CASP6 VEID inh
COc1cccc(CNC(=O)Cn2nc(-c3ccc(Cl)cc3)ccc2=O)c1	-2	-7	48	7	·	·	·
CCSc1nsc(NC(=O)Nc2ccccc2Cl)n1	-62	41*	-16	-3	-5	-4	0
Cc1nnc(SCC(=O)N2c3ccccc3Sc3ccccc32)n1N	-6	-1	-55	·	1	-3	1
Cc1ccc(S(=O)(=O)NC2CCC(C(=O)O)CC2)cc1 (stereo not drawn)	·	-4	-1	6	·	·	·
COCCn1c(SCC(=O)NCc2cccs2)nnc1-c1ccc(OC)cc1	-6	-1	15	·	-6	0	0
CCc1csc(N2[C@@H](C#N)[C@@H](c3ccc(-c4cccc(F)c4)cc3)[C@@H]2CO)n1	3	7	-46	-1	3	9	-1
CCCCC(=O)N(C)c1c(CC)nc2c(OCC(=O)c3ccc(F)cc3)cccn12	2	-3	12	-2	-8	-4	-2
COCC(=O)Nc1ccc2c(c1)OC[C@H](C)N(Cc1cccc(F)c1)C[C@H](C)[C@@H](OC)CN(C)C2=O	12	·	·	-1	-15	-10	1
O=C(O)c1cc(Cl)c2c(c1)OCO2	12	·	·	2	-2	·	17
COC(=O)CSc1nnc(-c2ccccc2OC)n1-c1ccc(C)cc1	·	6	-2	1	·	·	·
COC(=O)C1C(O)=C(C=NCc2ccccc2)C(=O)CC1(C)C (stereo not drawn)	·	9	19	2	·	·	·
Cc1ccc(S(=O)(=O)N[C@H]2C=C[C@@H](CC(=O)O)O[C@H]2CO)cc1	6	-1	4	·	-2	2	-1
CCC(C)C(NC(N)=O)C(=O)Nc1ccc(C(=O)OC)cc1 (stereo not drawn)	-53	-3	2	0	-3	-5	4
COC(=O)[C@]12CCCCC=C1N(Cc1ccccc1)C(=O)[C@H](CC(=O)N1CCOCC1)C2	-5	·	·	·	2	-2	-2
COCC(=O)N1CC[C@@H]2[C@H]1c1cc(C#Cc3ccc(F)cc3)ccc1N[C@@H]2CO	0	-3	18	-3	-11	1	2
COc1ccc(/C=C(\NC(=O)c2ccc(C)cc2)C(=O)Nc2c(C)n(C)n(-c3ccccc3)c2=O)cc1	5	-2	7	-17	-10	-4	1
O=C(C[C@H]1CC[C@H]2[C@@H](COC[C@H](O)CN2C(=O)Nc2ccccc2)O1)NCCc1ccncc1	-6	4	-9	0	4	0	-2
O=C(COC(=O)/C=C/c1ccc(OC(F)F)cc1)NCc1cccs1	15	·	·	-8	2	-1	-2
CCc1nn(CC(=O)NCCCN2CCOCC2)c(=O)c2cc3sccc3n12	-1	1	-5	-3	4	3	-2
